SW480 rerep: induces DNA re-replication in SW480 colon adenocarcinoma cells | SW480 DNA re-replication, Hoechst DNA content imaging, 48 h | Potency, µM (titrated, usually from 46.1 µM), for the others: at the top dose re-replication activation, actives largely listed as activators | 1.8% of 340,000 active; note: potency is the fitted concentration of half-maximal effect; % of control where 0% means no effect; nearly all actives have a fitted effect of over 55% in size
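DNA re-replication was detected as more nuclei of elevated Hoechst intensity after 48 hr exposure to compound (23 nL pinned per well of 250 cells).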
HT1080 IDH1KD tx: HT-1080 IDH1 knockdown cell toxicity (counter line); HT-1080 IDH1 knockdown viability, ATP luminescence, 48 h; Potency, µM (series often up to 46.1 µM), for the others: at the top dose activity, negative = toxicity, most hits filed as cytotoxic; 2% of 360,000 active; AID 686971;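 note: potency is the fitted concentration of half-maximal effect; 0% = DMSO wells and -100% = cell-free medium wells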
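After a 2 h attachment period, IDH1KD HT-1080 cells took pin-transferred compound for 48 h at 37 °C; ATP-based luminescence after 10 min room-temperature reagent incubation reported viability.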
HepG2 tox: HepG2 cytotoxicity, counter-screen for TGF-b inhibitors | Potency, µM (top dose mostly 46.1 µM), for the others: at the highest dose activity change, negative = cytotoxicity, hits mostly cytotoxic | 0.76% of 410,000 active | HepG2 CAGA-GFP viability, ATP luminescence, 18 h; note: potency is the fitted concentration of half-maximal effect; some results filed as inactive show a strong effect at the top dose
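CellTiter-Glo luminescence gave cytotoxicity after 18 hours at 37 degrees C. The cells were HepG2 CAGA-GFP in 1% FBS DMEM, stimulated with 500 pg/mL TGF-beta after compound addition. %Activity was normalised to no-cell wells (complete cell-killing) and DMSO (no toxicity), and curves were fitted and classified.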
IL1B secr inh: inflammasome signaling inhibition, IL-1 beta readout; AID 743279; THP-1 LPS/ATP IL-1B secretion, AlphaLISA, 16 h; hits give low values; 4.7% of 360,000 active; activity change, % at 57.5 µM; in the data active = activity change below about -50%; inconclusive = mostly about -30% to -49%; note: % is set by controls: 0 for no effect and ±100 for the full control effect
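THP-1 cells pretreated 1 hr with compounds (up to 57.5 uM final), then stimulated with LPS (250 ng/mL final) plus ATP (1.25 mM final); secreted IL-1B measured by AlphaLISA after 16 hr, decreased signal indicating inhibition.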
S2 tox: viability counter-screen for ATXN expression inhibitors; Potency, µM (top dose mostly 56.7 µM), hits mostly cytotoxic; 0.49% of 400,000 active; S2 cells (HEK-293 line with an ATXN2-luciferase reporter) viability, CellTiter-Fluor protease fluorescence, 24 h; note: potency is the fitted concentration of half-maximal effect; nearly all actives have a fitted effect of over 40% in size
HT1080-NT tox: kills 2HG-producing HT-1080-NT fibrosarcoma cells; HT-1080-NT fibrosarcoma viability, CellTiter-Glo ATP luminescence, 48 h; Potency, µM (series often up to 46.1 µM), for inactives: at the highest dose activity, negative = less viability, actives largely listed as cytotoxic; 1.6% of 360,000 active;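 note: NT is the 2HG producing partner of a matched IDH1 knockdown line; potency is the fitted concentration of half-maximal effect; 0% = DMSO-treated cells and -100% = media-only wells without cells; nearly all actives have a fitted effect of over 55% in size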
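HT-1080-NT; 750 cells/well; 5% FBS RPMI; 48 h compound, 37 degrees C; CellTiter-Glo luminescence; curve fitting and curve-class assignment.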
MCF10A rereplic: induces DNA re-replication in MCF 10a normal breast cells; AID 624296; 2.9% of 350,000 active; Potency, µM (series often up to 46.1 µM), for inactives: at the top dose activity, positive = re-replication, usual class: activators; MCF 10A DNA re-replication, Hoechst nuclear intensity, 48 h; note: potency is the fitted concentration of half-maximal effect; % of control where 0% means no effect; nearly all actives have a fitted effect of over 50% in size
KB-3-1 tox: kills parental KB-3-1 adenocarcinoma cells; KB-3-1 viability, CellTiter-Glo ATP luminescence, 72 h; Potency, µM (series often up to 46.1 µM), without a hit: at the highest dose activity change, negative = cytotoxic, usual class: cytotoxic; 1.4% of 400,000 active; note: potency is the fitted concentration of half-maximal effect; % is set by controls: 0 for no effect and ±100 for the full control effect; nearly all actives have a fitted effect of over 60% in size
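Parental KB-3-1 adenocarcinoma cells in phenol-red-free DMEM with 10% FBS were pin-treated with compounds at several concentrations, incubated 72 h at 37 °C, and viability read by CellTiter-Glo luminescence; concentration-effect curves were fitted after normalization.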
ATXN2 expr inh: reduces ATXN2 reporter expression in HEK-293 cells. 0.72% of 360,000 active. HEK-293 ATXN2-luciferase reporter, luminescence, 24 h. AID 1745845. Potency, µM (highest dose often 57 µM), without a hit: at the highest dose activity change, negative = inhibition, hits mostly inhibitors; note: potency is the fitted concentration of half-maximal effect; % is set by controls: 0 for no effect and ±100 for the full control effect; nearly all actives have a fitted effect of over 55% in size
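qHTS (up to 57 uM final) was run with 24 h compound exposure of reporter cells at 37 °C. Each well was multiplexed: SteadyGlo luminescence measured ATXN2-luciferase expression after a fluorogenic Gly-Phe-AFC viability readout (25 uM final).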
Starred values were filed as active, the others as inactive; i = inactive; ? = inconclusive; nt = no result given; [ ] = remark or other dose. Unless noted, calls come from the whole dose curve; as a rule, active = well fitted curve in the direction sought with a large enough effect; inconclusive = small, poorly fitted or top-dose-only effect, or another doubt; inactive = no such curve, though single readings can be large; an effect the other way counts as inactive or inconclusive.

SMILES	SW480 rerep	HT1080 IDH1KD tx	HepG2 tox	IL1B secr inh	S2 tox	HT1080-NT tox	MCF10A rereplic	KB-3-1 tox	ATXN2 expr inh
Cc1cc(N)n(Cc2cccs2)n1	-4%	12%	1%	1	i	12%	-1%	0%	nt
Cc1cnccc1CNC(=O)CC1C(=O)NCCN1CC(C)(C)C (configuration not stated)	18%	16%	-24%	31	i	15%	-1%	-5%	-9%
Cc1ccccc1-n1cc(-c2ccccc2)nc1SCC(=O)Nc1ccc(F)cc1	nt	nt	-3%	nt	i	nt	nt	0%	-23%
COC(=O)c1cc2ccccc2n1Cc1ccc(Cl)nc1	-5%	-4%	-34%	12	i	-7%	28%	-3%	nt
Cc1ccccc1NC(=O)c1ccc(NC(=O)c2ccco2)cc1	-9%	-1%	2%	-12	i	-4%	-4%	12%	18%
CC(C)CNC(=O)CC(=O)N/N=C/c1ccc(F)cc1	4%	-1%	11%	-7	i	0%	-30%[inhibitor]	-3%	4%
COC(=O)[C@H](Cc1c[nH]c2ccccc12)NCc1cccc(B(O)O)c1	4.6µM*	3%	-18%	-66*	i	-2%	-8%	0%	41%[activator]
Cc1[nH]c2ccccc2c1Cc1nnc(SCc2ccccc2)o1	0%	2%	-20%	0	?	0%	1%	-18%	4%
CN1C(=O)c2ccccc2C(C(=O)NCc2ccco2)C1c1c[nH]c2ccccc12 (configuration not stated)	6%	6%	25%	4	i	-4%	0%	-2%	-11%
O=C(CSc1nnc(-c2ccc(C(F)(F)F)cn2)o1)Nc1cccc(Cl)c1	-29%	0%	1%	1	i	?	0%	-1%	57%[activator]
Cn1c2c(c(=O)n(C)c1=O)C1c3cc(Cl)ccc3OCC1CO2 (configuration not stated)	-4%	-8%	-3%	5	i	0%	-3%	-3%	5%
COc1cccc(C2CC(=O)Nc3cc4c(cc32)CCC4)c1 (configuration not stated)	8.2µM*	26µM*	-18%	63	?	23µM*	5.2µM*	7.3µM*	nt
CC(=O)c1cccc(NC(=O)N2CCC(NC(=O)C3CCCCC3)CC2)c1	-2%	-4%	-21%	25	i	0%	0%	2%	-6%
Cc1cc(C)c(S(=O)(=O)N2CCCCC2CCNC(=O)C(=O)NCc2ccco2)c(C)c1 (configuration not stated)	?	?	-8%	?	i	-22%	?	?	?
CN(C)C(=O)c1cccc(-c2csc(N3CCC(C(N)=O)CC3)n2)c1	-16%	nt	3%	nt	i	nt	11%	-11%	21%
COc1ccccc1CC(=O)Nc1cccc(C(=O)NN2C(=O)c3ccccc3C2=O)c1	-12%	3%	2%	12	?	7%	2%	6%	4%
O=C(NCc1ccco1)C(c1cccnc1)N(C(=O)Cn1nnc2ccccc21)c1ccccc1 (configuration not stated)	7%	6%	-2%	0	i	8%	-4%	12%	5%
Cc1cccc(C(=O)Nc2oc(-c3ccccc3)cc2C#N)c1	-2%	14%	-30%	-1	i	8%	16%	-5%	-16%
C[C@@H]1CN([C@@H](C)CO)C(=O)c2cc(Br)cnc2O[C@H]1CN(C)C(=O)CN1CCOCC1	nt	1%	0%	19	i	5%	nt	24%	2%
O=c1ccc2cc(S(=O)(=O)NCc3ccccc3)ccc2[nH]1	-5%	4%	-20%	-17	i	-1%	8%	-2%	-8%
CCOC(=O)/C(C#N)=C1/C=CNC(=O)N1	-4%	-25%	-30%	6	i	11%	3%	-1%	0%
O=C(NNc1cccc(Cl)n1)Nc1cccc(Cl)c1	13%	0%	-14%	-29	i	0%	2%	4%	-21%
O=C(CNC(=O)c1cccc(Br)c1)N/N=C/c1cccnc1	-9%	-1%	-2%	103	i	11%	-2%	10%	7%
CC(C)(C)C(=O)Nc1c(Cl)cccc1OC(F)(F)F	-6%	9%	2%	-8	i	-1%	1%	5%	4%
O=C(NNC(=O)C1CCCC1)c1cc([N+](=O)[O-])cc([N+](=O)[O-])c1	-3%	0%	5%	6	i	2%	3%	0%	-1%
CCCOc1ccc(-c2nc(SCc3ccccc3)[nH]c(=O)c2C#N)cc1OC	4%	-14%	3%	36	i	-2%	?	-8%	-11%
O=c1[nH]n(-c2ccc([N+](=O)[O-])cc2)c(=O)c2ccccc12	0%	-14%	-20%	1	i	-2%	0%	-1%	-13%
Cc1cc(C(=O)O/N=C(\N)c2ccc(C(C)(C)C)cc2)no1	-9%	0%	-12%	-21	i	8%	4%	-9%	nt
COc1cc(OC)cc(-c2nnc(NC(=O)c3ccc4c(c3)OCCO4)o2)c1	-10%	-3%	-21%	-3	i	7%	5%	-23%	nt
CC(C)N(C(=O)[C@H]1C[C@H](CC(=O)NCc2cccc(C(F)(F)F)c2)C(=O)N2CCc3c([nH]c4cc(-c5ccco5)ccc34)[C@]12C)C(C)C	3%[9.22 µM]	?	-45%	-67*	?	-27%	0%	?	?
OCC[C@@H]1C[C@@H](O)[C@H](O)[C@@]2(CCc3ccccc3CO2)O1	2%	0%	5%	24	i	-1%	15%	21%	3%
CC(=O)c1sc(N/N=C\c2cccc(Br)c2)nc1C	11%	?	-27%	-66*	i	-22%	13µM*	-1%	115%[activator]
Cc1nc2sc(C(=O)Nc3ccccc3Cc3ccccc3)c(C)c2c(=O)[nH]1	-7%	1%	9%	52	?	26%	5.8µM*	0%	nt
CCC(=O)NC(Cc1ccccc1)c1ccc2c(c1)OCCCO2 (configuration not stated)	99%	30%	6%	5	i	11%	0%	1%	28%
COc1cc(NC(=O)Cn2cnc3c(OCc4ccccc4)ncnc32)cc(OC)c1OC	-2%	9%	3%	2	?	6%	6%	-5%	-3%
O=C(CCCOc1ccccc1)NN1C(=O)NC2(CCCCC2)C1=O	1%	8%	0%	-3	i	2%	1%	-1%	10%
COc1ccc(N2CCN(C(=O)CCS(=O)(=O)c3cc4c(cc3Cl)NC(=O)CO4)CC2)cc1	nt	nt	-20%	nt	i	nt	nt	-7%	-11%
O=S(=O)(Nc1ccc(C(F)(F)F)cc1)c1cccs1	-10%	3%	-1%	38	i	-7%	-4%	8%	2%
COCCn1c(=O)[nH]c(=O)c2c(C(F)(F)F)cc(-c3cccs3)nc21	-7%	-12%	4%	51	i	-1%	9%	9%	9%
CC(C)[C@H](NC(=O)OCc1ccccc1)C(=O)OCC(=O)Nc1c(F)cccc1F	nt	9%	-23%	3	i	12%	-2%	4%	2%
O=C(COC(=O)CCNS(=O)(=O)c1ccc(Cl)cc1)NCc1ccccc1	nt	1%	-10%	0	i	0%	nt	-11%	nt
COc1cccc(OCC(=O)O)c1	2%	-2%	-2%	10	i	2%	1%	7%	7%
COc1ccc(CCCc2nnc(SCC(=O)Nc3ccc(C)cc3)o2)cc1	nt	nt	-13%	nt	i	nt	nt	29%	-7%
COc1ccc(N2C(=O)N(Cc3ccc(C)cc3)c3ccccc3S2(=O)=O)cc1	1%	2%	-14%	9	i	-2%	15%	-11%	-5%
CCCC(C)C(=O)Nc1ccc(S(=O)(=O)Nc2nccc(C)n2)cc1 (configuration not stated)	-2%	10%	4%	18	i	12%	33%	10%	2%

Arranged by formula weight (highest first): part of the list above.
SMILES	SW480 rerep	HT1080 IDH1KD tx	HepG2 tox	IL1B secr inh	S2 tox	HT1080-NT tox	MCF10A rereplic	KB-3-1 tox	ATXN2 expr inh
COc1ccc(N2CCN(C(=O)CCS(=O)(=O)c3cc4c(cc3Cl)NC(=O)CO4)CC2)cc1	nt	nt	-20%	nt	i	nt	nt	-7%	-11%
CC(=O)c1sc(N/N=C\c2cccc(Br)c2)nc1C	11%	?	-27%	-66*	i	-22%	13µM*	-1%	115%[activator]
O=S(=O)(Nc1ccc(C(F)(F)F)cc1)c1cccs1	-10%	3%	-1%	38	i	-7%	-4%	8%	2%

New compounds follow.
SMILES	SW480 rerep	HT1080 IDH1KD tx	HepG2 tox	IL1B secr inh	S2 tox	HT1080-NT tox	MCF10A rereplic	KB-3-1 tox	ATXN2 expr inh
CC(=O)N1CCOc2ccc(S(=O)(=O)NCC3CCC(C(=O)Nc4ncccc4C)CC3)cc21 (configuration not stated)	-10%	1%	1%	0	i	4%	-1%	0%	-5%
COCc1cc(=O)n2[nH]c(SCc3ccccc3)nc2n1	-5%[9.22 µM]	14%	-6%	35	i	18%	-6%	7%	6%
CC(=O)Oc1ccccc1Cn1c(C)c(C(=O)NCc2ccccc2C(F)(F)F)sc1=O	nt	-27%	-30%	15	i	?	nt	-12%	?
CCc1ccccc1NNC(=O)c1cc(C)on1	-3%	-23%	-31%	26	i	-14%	?	2%	nt
COc1ccc2c(c1)c(C(=O)N/N=C/c1ccc(Br)cc1)c(C)n2C	10µM*	18µM*	-13%	-22	?	?	13µM*	?	?
O=C(CSc1ccc2ccccc2c1)Nn1cnnc1	-5%	7%	6%	12	i	6%	-5%	21%	-1%
NNC(=O)c1cc2sccc2s1	13µM*	?	-23%	26	?	?	3.7µM*	?	-20%
COc1ccccc1CNCCS(=O)(=O)NN1CCOCC1	6%	2%	-6%	-1	i	6%	-1%	0%	-1%
C=CCn1c(SCC2=C(C(=O)OCC)C(C)NC(=O)N2)nnc1C1CCCCC1 (configuration not stated)	-1%	8%	-1%	14	i	-2%	5%	-1%	1%
COc1ccccc1-n1cnc2cc(NCc3ccccn3)ccc21	?	-20%	-11%	-5	i	-20%	25%	?	11%
Nc1ccnn1Cc1ccc(Br)s1	nt	0%	-5%	0	i	3%	-2%	1%	0%
COc1cc(CN2C[C@@H](CO)O[C@@H](n3cnc4c(N5CCCC5)ncnc43)C2)cc(OC)c1OC	nt	0%	1%	-16	i	?	nt	0%	11%
Cc1c(NCc2cccnc2)cccc1C(=O)O	-12%	6%	-4%	-2	i	15%	0%	11%	-14%
CCCCn1c(=O)[nH]c(=O)c2c1nc(CN1C(=O)c3ccccc3S1(=O)=O)n2CCC	0%	9%	-19%	-3	i	5%	4%	-4%	5%
O=C(NCc1ccc(F)cc1)c1cc(C(=O)C2CC2)c[nH]1	14%	-4%	2%	18	i	2%	0%	-13%	-13%

Screening results: PubChem, National Center for Advancing Translational Sciences (NCATS)
